hIAP activ = human IAP activation; P09923; purified human IAP, CDP-Star luminescence, 30 min; stronger effect = higher value; 1 = vehicle-only enzyme, 0 = enzyme-free background; activation factor at 10 µM; hit rate 0.16% among 330,000; AID 2524;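 active means activation factor of the enzyme at least 2-fold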; further: the source names both 10 and 20 µM as test concentration; values of inactives mirror those of a sister screen read the other way
beta cell repl = induces beta-cell replication in MIN6 cells; MIN6 cells proliferation, ATPlite luminescence, 48 h; cells starved in 0.2% serum; 100% = growth in 10% serum; proliferation, % at 10 µM; hit rate 0.29% among 330,000;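 active means compounds whose signal lies at least 3.5 SD above the mean of all wells on their plate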;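 further: 0% = DMSO-treated cells in low-serum medium and 100% = 10% serum control; some compounds called inactive have numbers as strong as hits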
APOBEC3A inh = inhibitors of human APOBEC3A DNA deaminase | inhibition, % at 20 µM | hit rate 0.41% among 330,000 | recombinant A3A, FAM/TAMRA ssDNA deamination fluorescence;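 active means at least 40% inhibition at 20 µM here, with at most 30% in a related deaminase screen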;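 further: plate controls were A3A with DMSO for no effect and wells lacking A3A enzyme for full effect; some results filed as inactive read as strong as hits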
Target sequence (P31941 whole entry, looked up): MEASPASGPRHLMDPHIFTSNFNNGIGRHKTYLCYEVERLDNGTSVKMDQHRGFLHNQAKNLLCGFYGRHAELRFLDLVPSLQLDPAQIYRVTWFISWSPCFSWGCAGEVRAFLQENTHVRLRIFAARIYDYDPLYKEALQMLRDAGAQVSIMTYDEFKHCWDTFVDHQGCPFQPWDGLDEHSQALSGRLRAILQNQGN
mIAP inh = mouse IAP inhibition. purified mouse IAP, CDP-Star luminescence, 30 min. AID 2806. hit rate 0.2% among 330,000. inhibition, % at 10 µM;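 active means inhibition of at least 40% at 10 µM in the primary screen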;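 further: plate controls were DMSO with enzyme for no effect and no enzyme wells for full effect; values of inactives mirror those of a sister screen read the other way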
mIAP activ = mouse IAP activation; muIAP, CDP-Star luminescence, 30 min; stronger effect = higher value; 1 = vehicle-only enzyme signal, 0 = enzyme-free wells; activation factor at 10 µM; hit rate 0.24% among 330,000; AID 2805;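 active means activation factor of at least 2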; further: the source names both 10 and 20 µM as test concentration; values of inactives mirror those of a sister screen read the other way
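Assay system: mouse IAP enzyme; reagent: chemiluminescent substrate CDP-Star; dosing: test compounds delivered from DMSO solution; schedule: 30 min at room temperature; measured by: luminescence from enzymatic CDP-Star hydrolysis; controls: DMSO-only wells and no-enzyme negative control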
MPTP block = inhibitors of mitochondrial permeability transition pore | isolated mouse mitochondria, Ca2+ swelling absorbance, 30 min | inhibition, % at 10 µM | hit rate 1.4% among 360,000 | AID 602449;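 active means inhibition of 50% or more, scaled per plate between neutral and stimulator controls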;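 further: 0% = DMSO wells given calcium and 100% = 1 mM EGTA wells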
A3G deaminase = blocks human APOBEC3G single-stranded DNA deamination; Q9HC16; recombinant A3G, ssDNA deamination FAM/TAMRA fluorescence; inhibition, % at 20 µM; hit rate 0.28% among 330,000; AID 493012;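 active means inhibition of at least 40% at 20 µM, with no more than 30% in the related APOBEC3A deaminase screen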;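 further: plate controls were DMSO wells with A3G for no effect and wells lacking A3G enzyme for full effect; some compounds called inactive have numbers as strong as hits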
Target sequence (Q9HC16 whole entry, looked up): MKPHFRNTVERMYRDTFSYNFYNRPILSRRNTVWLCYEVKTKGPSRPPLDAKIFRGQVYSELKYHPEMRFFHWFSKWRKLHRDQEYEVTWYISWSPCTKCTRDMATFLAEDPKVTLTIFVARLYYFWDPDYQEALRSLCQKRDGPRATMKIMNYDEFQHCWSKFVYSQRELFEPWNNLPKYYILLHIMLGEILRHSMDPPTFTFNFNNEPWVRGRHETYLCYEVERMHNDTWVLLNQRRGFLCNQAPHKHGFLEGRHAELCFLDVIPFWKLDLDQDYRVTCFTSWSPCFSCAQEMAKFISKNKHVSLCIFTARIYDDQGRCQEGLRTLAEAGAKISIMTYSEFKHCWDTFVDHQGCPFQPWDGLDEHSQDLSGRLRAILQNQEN
ATG4B inhibitor = ATG4B (human) cysteine protease inhibition | inhibition, % at 8.33 µM | ATG4B cleavage of LC3-PLA2, NBD-HPC fluorescence, 1 h | AID 504462 | hit rate 0.51% among 340,000 | Q9Y4P1; in the data active means inhibition above about 40%
Target sequence (Q9Y4P1 whole entry, looked up): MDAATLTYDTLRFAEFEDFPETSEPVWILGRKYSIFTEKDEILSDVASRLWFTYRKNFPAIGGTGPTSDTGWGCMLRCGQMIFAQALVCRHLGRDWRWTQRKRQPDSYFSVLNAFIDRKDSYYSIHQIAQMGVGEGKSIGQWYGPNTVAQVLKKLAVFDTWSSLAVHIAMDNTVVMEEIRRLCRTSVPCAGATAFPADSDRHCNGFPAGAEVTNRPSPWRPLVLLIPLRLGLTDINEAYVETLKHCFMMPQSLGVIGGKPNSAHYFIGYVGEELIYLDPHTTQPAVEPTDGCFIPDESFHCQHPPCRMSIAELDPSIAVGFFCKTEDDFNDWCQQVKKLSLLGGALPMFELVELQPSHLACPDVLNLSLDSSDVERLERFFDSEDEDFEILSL
hIAP inh = blocks human intestinal alkaline phosphatase | AID 2544 | inhibition, % at 10 µM | hit rate 0.12% among 330,000 | purified IAP, CDP-Star luminescence, 30 min;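 active means inhibition reaching a set limit with compound at 10 µM in the primary screen, cut at about 35% in these data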;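 further: plate controls were DMSO wells with enzyme for no effect and no-enzyme buffer wells for full effect; values of inactives mirror those of a sister screen read the other way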
Active calls of the source: *; / = not tested or not shown.

SMILES	hIAP activ	beta cell repl	APOBEC3A inh	mIAP inh	mIAP activ	MPTP block	A3G deaminase	ATG4B inhibitor	hIAP inh
Cc1ccnc(SCCn2c(N3CCN(c4ccccc4)CC3)nc3c2c(=O)[nH]c(=O)n3C)n1	1	2	1	0	1	-1.5	-2	-1	0
C=C(C)C(=O)Nc1cccc(C2=NOC3(C2)C[C@@H](C(N)=O)N(C(=O)/C=C/C=C/C)C3)c1 (stereo not given in full)	0.8	-6	18	-11	1.1	-0.9	89*	-12	20
N#Cc1ccc(N2CCN(C(=O)c3cccc(F)c3)CC2)c(F)c1	0.71	-3	-5	3	0.97	0.4	-9	-2	29
O=C(NC1CC1)c1ccc2c(c1)N(Cc1ccc(Cl)cc1)CCS2	0.87	-5	-4	-14	1.1	-0.8	-2	2	13
COc1ccccc1CNC(=O)c1cccc(S(=O)(=O)N2CCN(C)CC2)c1	0.97	1	20	1	0.99	0.2	1	-9	3
O=C(NCCCn1ccnc1)c1ccc(OCC(F)(F)F)cc1	1	3	0	-4	1	-1.4	-2	4	-3
CCn1c(C(=O)NCCCN2CCc3ccccc3C2)cc2sccc21	0.86	-2	-1	-4	1	-0.6	-6	7	14
CCc1nc2ccccc2n1CC(C)C(=O)O (stereo not given)	0.96	0	-1	3	0.97	-1.2	5	-3	4
CN(C)/C=C/c1[nH]c(=O)[nH]c(=O)c1[N+](=O)[O-]	0.87	3	2	16	0.84	2.3	2	-4	13
COc1ccc(N2CCC(CNC(=O)Nc3ccc(Cl)cc3)C2)cc1 (stereo not given)	1.1	-1	1	-69	1.7	91*	4	-7	-11
CC(C)(C)OC(=O)C[C@@H]1C/C=C\C[C@@H](CC(=O)N[C@@H](CO)Cc2ccccc2)C(=O)N2CCC[C@@H]2COC1=O	1	-1	4	-2	1	-1.1	-3	-4	-4
O=C(COC(=O)CNC(=O)c1ccccc1F)Nc1ccc2c(c1)OCCO2	1.1	0	-2	4	0.96	0.9	-9	-5	-6

2 entries drawn at random from those above, as already listed:
SMILES	hIAP activ	beta cell repl	APOBEC3A inh	mIAP inh	mIAP activ	MPTP block	A3G deaminase	ATG4B inhibitor	hIAP inh
CC(C)(C)OC(=O)C[C@@H]1C/C=C\C[C@@H](CC(=O)N[C@@H](CO)Cc2ccccc2)C(=O)N2CCC[C@@H]2COC1=O	1	-1	4	-2	1	-1.1	-3	-4	-4
CCc1nc2ccccc2n1CC(C)C(=O)O (stereo not given)	0.96	0	-1	3	0.97	-1.2	5	-3	4

Next part
SMILES	hIAP activ	beta cell repl	APOBEC3A inh	mIAP inh	mIAP activ	MPTP block	A3G deaminase	ATG4B inhibitor	hIAP inh
COC(=O)c1cccc(-n2c(C)cc(C=O)c2C)c1	0.95	4	2	8	0.92	0.0	-3	-12	5
COc1cc(/C=N/NC(=O)c2ccc(O)cc2)ccc1OCC(=O)Nc1cccc([N+](=O)[O-])c1	1.1	-1	-2	6	0.94	-0.4	-5	-3	-8
CCC1(C(=O)OC)CCc2c(cc(OC)c3ccccc23)C1=O (stereo not given)	0.93	1	8	-2	1	2.3	3	24	7
C[C@@H](CN1C(=O)C(=O)NC[C@@H]1Cc1ccc(O)cc1)NC(=O)Cc1ccccc1	0.98	-2	-4	2	0.98	0.0	-6	0	2
CCn1c(CSc2nc3ccccc3s2)nc2ccccc21	0.91	-4	-1	5	0.95	1.4	-2	-8	9
COCCN1C(=O)c2[nH]nc(-c3ccccc3O)c2C1c1ccc(OC)cc1 (stereo not given)	1.7	-3	-4	1	0.99	2.9	-2	-3	-73
O=C(Nc1cccc(NC(=O)c2cccs2)c1)c1ccc(F)cc1	1	-3	-4	-5	1.1	-0.4	-3	-2	-4
COc1cc(NC(=O)c2cc(S(=O)(=O)N3CCc4ccccc43)cn2C)cc(OC)c1OC	1.3	-1	-3	-24	1.2	-0.3	-3	-6	-31
CC(O)CNC(=O)Cc1cc(=O)[nH]c(=O)[nH]1 (stereo not given)	0.95	-1	0	1	0.99	1.1	-8	2	5
CC1(C)SC2c3ccccc3C(=O)N2[C@@H]1C(=O)O (stereo not given in full)	1	1	3	-6	1.1	-0.1	-1	1	-2
CCN(CC)c1nc(Nc2ccccc2)nc(Oc2ccc(=O)[nH]n2)n1	0.99	1	2	-1	1	-0.5	-3	-2	1
O=C(CCc1ccc(S(=O)(=O)N2CCOCC2)cc1)N1CCN(Cc2ccc3c(c2)OCO3)CC1	0.85	-2	-3	-5	1.1	-1.1	-6	-8	15
O=C(Nc1ccc(NC(=O)c2ccc3c(c2)OCO3)cc1)c1cccc(Cl)c1	1.1	-4	-3	-6	1.1	-0.2	-9	-1	-6
CCn1c(SCC(=O)Nc2ccc(N3CCOCC3)cc2)nnc1C1CC1	0.99	0	1	12	0.89	-0.4	-3	-48	1
CCOc1ccc(C(=O)N2CCN=C2SC)cc1OCC	0.96	-1	1	6	0.94	-0.2	3	-5	4
O=C(Nc1ccccc1Cc1ccccc1)c1oc2ccccc2c1COc1ccccc1	0.85	0	-3	14	0.86	12	-6	6	15
Nc1cc(C2CCCC2)nn1-c1ccccc1	0.97	-1	-2	2	0.98	-0.2	-1	-3	3
Cc1c(Cl)cccc1N=Cc1ccc([N+](=O)[O-])s1	0.89	-6	6	1	0.99	1.5	-1	12	11
COc1ccc(N2CCN(S(=O)(=O)c3ccc(OC)c(C(=O)N4CCCCC4)c3)CC2)cc1	1	1	-4	5	0.95	1.6	-4	-4	0
COC(=O)c1nnn(-c2nonc2N)c1CN1CCc2ccccc21	0.99	-3	-6	5	0.95	-0.8	-9	-7	1
COc1ccc(CCNC(=O)CSc2nnc(-c3ccco3)c(-c3ccco3)n2)cc1OC	0.97	-2	60	25	0.75	/	33	/	3
COc1cccc(C2c3c(oc4ccccc4c3=O)C(=O)N2CCCN2CCOCC2)c1 (stereo not given)	1.1	0	1	-9	1.1	-1.0	2	-1	-12
O=C(c1cc(-c2ccco2)on1)N1CCN(C(c2ccccc2)c2ccccc2)CC1	0.93	-5	0	8	0.92	3.2	-7	24	7
COC(=O)c1ccc(NC(=S)NC(=O)c2cccnc2)cc1	0.96	-1	-4	5	0.95	-0.2	-8	-1	4

Compound profiles (already shown). Order of screens: hIAP activ	beta cell repl	APOBEC3A inh	mIAP inh	mIAP activ	MPTP block	A3G deaminase	ATG4B inhibitor	hIAP inh
O=C(Nc1ccc(NC(=O)c2ccc3c(c2)OCO3)cc1)c1cccc(Cl)c1 is listed as 1.1	-4	-3	-6	1.1	-0.2	-9	-1	-6
CCn1c(SCC(=O)Nc2ccc(N3CCOCC3)cc2)nnc1C1CC1 is listed as 0.99	0	1	12	0.89	-0.4	-3	-48	1
COC(=O)c1nnn(-c2nonc2N)c1CN1CCc2ccccc21 is listed as 0.99	-3	-6	5	0.95	-0.8	-9	-7	1

The list continues.
SMILES	hIAP activ	beta cell repl	APOBEC3A inh	mIAP inh	mIAP activ	MPTP block	A3G deaminase	ATG4B inhibitor	hIAP inh
Cc1ccc(OCCN(C)C(=O)C2CCC(=O)N(Cc3ccccc3F)C2)cc1 (stereo not given)	1.2	4	2	6	0.94	-0.6	-6	9	-16
Cc1[nH]n(-c2ccccc2)c(=O)c1/C=N/NC(=O)c1ccc(O)cc1O	1.3	0	1	8	0.92	1.4	-3	-1	-26
O=C(Oc1ccc(/C=N/NC(=O)c2ccccc2F)cc1)c1ccccc1	1.3	-4	-4	4	0.96	-0.4	-5	-4	-26
c1ccc(-c2sc3ccccc3c2-c2ccc(OCCN3CCOCC3)cc2)cc1	0.98	-5	-5	-9	1.1	2.4	-6	-5	2
COc1ccc(OCC(=O)N/N=C/c2ccsc2)cc1	0.95	-1	-2	3	0.97	-1.1	-8	0	5
ClC(=C\c1ccccc1)/C=N/N1CCN(c2ccccn2)CC1	0.89	0	0	-6	1.1	1.0	-10	1	11
COCCN(C(=O)Nc1ccc(F)cc1F)c1nc2ccccc2s1	1.4	1	-5	-5	1.1	0.0	-2	13	-45
O=C(CSc1ncccn1)N1CCN(C(c2ccccc2)c2ccccc2)CC1	0.98	0	47*	0	1	0.5	8	-3	2
CN(C)C=Nc1ccccc1C1C=NNC1=O (stereo not given)	0.89	1	-3	6	0.94	/	-11	/	11
COc1ccc(C(=O)NCCCn2nc(C)cc2C)cc1S(=O)(=O)N1CCOCC1	1	-1	-3	-1	1	-0.8	-10	-5	-2
COc1ccccc1Cn1c(CO)nc2ccccc21	1	3	-3	2	0.98	0.0	-5	-7	-5
CCS(=O)(=O)NCC(c1ccco1)N1CCN(c2ccc(F)cc2)CC1 (stereo not given)	1	-3	-2	-1	1	-1.6	-7	-1	-4

Taken from above:
mIAP activ with c1ccc(-c2sc3ccccc3c2-c2ccc(OCCN3CCOCC3)cc2)cc1 stands at 1.1
A3G deaminase with ClC(=C\c1ccccc1)/C=N/N1CCN(c2ccccn2)CC1 stands at -10
beta cell repl with CCS(=O)(=O)NCC(c1ccco1)N1CCN(c2ccc(F)cc2)CC1 (stereo not given) stands at -3
mIAP inh with COc1ccc(OCC(=O)N/N=C/c2ccsc2)cc1 stands at 3

Further structures:
SMILES	hIAP activ	beta cell repl	APOBEC3A inh	mIAP inh	mIAP activ	MPTP block	A3G deaminase	ATG4B inhibitor	hIAP inh
NC1=NC[C@H](Cc2ccc(O)cc2)N1CCc1cccc(F)c1	0.86	7	-4	-5	1.1	-0.2	-8	-1	14
O=C(c1cccc(F)c1)N1CCN(C(=O)c2nn3cccnc3c2Cl)CC1	0.95	4	-5	4	0.96	-4.6	-4	-5	5
O=C(Cc1ccccc1)n1nc(-c2ccccc2)nc1NCc1ccco1	0.89	0	2	2	0.98	0.9	0	-6	11
Cc1ccc(S(=O)(=O)N2CCOC2CNC(=O)C(=O)NCCc2ccc(S(N)(=O)=O)cc2)cc1 (stereo not given)	1	2	3	-4	1	0.8	2	-9	-1
CC(C)(C)NC(=O)COc1coc(CN2CCN(C(=O)c3ccco3)CC2)cc1=O	1	9	3	2	0.98	-0.6	0	1	-2
Cc1ccc(C(C[N+](=O)[O-])n2nc(C)cc2C)cc1 (stereo not given)	0.98	-7	-2	8	0.92	22	-3	5	2
Cc1ccc(S(=O)(=O)N2CCC(C(=O)N3CCCC3C(=O)N[C@@H](CC(C)C)C(=O)NCC(N)=O)CC2)cc1 (stereo not given in full)	0.91	0	-3	10	0.9	-1.6	-10	-13	9
CCn1c(-c2cccnc2Cl)nc2cc(C)c(C)cc21	1.1	-1	1	9	0.91	0.0	-1	1	-6
COc1cccc(-c2cc(C(=O)NCC3CCCO3)c3cc(C)cc(C)c3n2)c1 (stereo not given)	1.1	0	-4	18	0.82	-0.8	-5	-3	-10
Cc1ccc(S(=O)(=O)Cn2nnnc2C(CC(C)C)N2CCC(C(N)=O)CC2)cc1 (stereo not given)	1	-1	-4	-8	1.1	0.1	-4	-4	-4
Cc1nnc(Cl)c2nn(-c3ccccc3F)c(C)c12	1.1	-2	0	-6	1.1	-0.1	0	3	-13
COc1cc2c(cc1OC)[C@@H](NC(=O)C(C)C)[C@H](OCc1ccccc1)C2	/	/	0	-4	1	1.0	0	/	/

Compound activity (PubChem BioAssay)
